Screens as filed in PubChem.
DNMT1 block = DNMT1 (human) enzyme inhibition; AID 588458; 360,000 tested, 0.83% active; DNMT1 molecular beacon, Hinp1I cleavage, fluorescence; inhibition (reported as % activation of signal), % at 10 µM; in the data active = inhibition above about 50%
LMPTP block = blocks human LMPTP phosphatase | P24666 | 360,000 tested, 0.22% active | recombinant LMPTP-A, OMFP fluorogenic substrate, fluorescence intensity | inhibition, % at 20 µM;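 active = compounds that cut the enzyme signal by at least half of the control window in the single-dose screen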;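 note: plate controls were DMSO wells with enzyme plus substrate for no effect and substrate without enzyme for full effect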
Target sequence (P24666 whole entry, looked up): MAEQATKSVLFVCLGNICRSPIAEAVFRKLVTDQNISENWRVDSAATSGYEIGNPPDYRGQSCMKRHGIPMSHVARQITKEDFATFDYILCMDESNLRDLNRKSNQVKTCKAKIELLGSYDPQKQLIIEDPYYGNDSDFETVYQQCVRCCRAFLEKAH
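Assay system: LMPTP-A, protein tyrosine phosphatase of low molecular weight / Medium: pH 6.0 Bis-Tris buffer with DTT and Triton X-100 / Schedule: 50 min enzyme reaction at room temperature, protected from light / Measured by: endpoint fluorescence intensity from OMFP dephosphorylation / Read-out basis: % inhibition relative to no-enzyme and uninhibited control wells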
SUMO1 PPI mod = modulators of human SUMO1-mediated protein-protein interactions; P63165; SUMO1 binding to a labelled peptide, TR-FRET, 1 h; inhibition, % at 20 µM; 360,000 tested, 0.33% active; AID 602429; in the data active = inhibition above about 37%
Rin1 Abl inh = blocks binding of human Rin1 to Abl | P00519+Q13671 | TR-FRET Rin1/Abl binding, biochemical | inhibition, % at 7.35 µM | 360,000 tested, 0.4% active; in the data active = inhibition above about 5%, passing the limit was not always enough
Neddyl block = inhibitors of human cullin neddylation. P61081+Q13564. TR-FRET cullin neddylation, biochemical. calls only at 25 µM. 360,000 tested, 0.58% active. AID 651699; in the data active = inhibition above about 36%
STEP block = inhibitors of human striatal-enriched phosphatase STEP; P54829; recombinant STEP, OMFP fluorogenic substrate, fluorescence; inhibition, % at 20 µM; 360,000 tested, 0.25% active;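 active = inhibition at 20 µM, scaled per plate between control wells, above about 37%, limit read from the data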;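 note: 0% = DMSO with enzyme and substrate and 100% = substrate only without enzyme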
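Assay system: isolated STEP enzyme / Timing: 20 min at room temperature, dark / Doses: 20 µM, 1% DMSO / Technique: fluorescence intensity, excitation 480 nm, emission 540 nm / Reagent: fluorogenic phosphatase substrate OMFP at 25 µM final / Measure: percent inhibition scaled to no-enzyme and uninhibited-enzyme controls, plate-pattern corrected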
Rpn11 inh = blocks the human proteasome subunit Rpn11 | 360,000 tested, 0.59% active | O00487 | human 26S proteasome, Ub4-pepOG fluorescence polarization; 20S core pre-blocked with epoxomicin | calls only at 20 µM;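 active = inhibition at 20 µM, scaled to each plate's controls, above about 33%, limit read from the data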
Target sequence (O00487 whole entry, looked up): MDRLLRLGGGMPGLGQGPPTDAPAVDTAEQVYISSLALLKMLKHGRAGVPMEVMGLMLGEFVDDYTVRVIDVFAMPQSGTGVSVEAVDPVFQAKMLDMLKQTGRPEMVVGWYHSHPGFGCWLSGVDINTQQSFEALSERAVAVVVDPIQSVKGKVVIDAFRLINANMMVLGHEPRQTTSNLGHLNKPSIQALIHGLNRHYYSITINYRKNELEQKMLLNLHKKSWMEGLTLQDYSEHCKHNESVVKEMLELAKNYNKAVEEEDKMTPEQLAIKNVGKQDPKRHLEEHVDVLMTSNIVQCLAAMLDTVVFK
NadD inh = blocks S. aureus nicotinate mononucleotide adenylyltransferase; purified NadD enzyme, colorimetric absorbance read-out; inhibition, % at 20 µM; 360,000 tested, 0.78% active; in the data active = inhibition above about 26%; note: some compounds past the cut are filed as inactive
Scp1 inh = blocks human Scp-1 phosphatase activity. Recombinant Scp1, phosphopeptide, malachite green phosphate absorbance. 340,000 tested, 0.88% active. inhibition, % at 20 µM. Q9GZU7. AID 493091;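 active = inhibition above about 50% at 20 µM, limit read from the data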;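 note: plate controls were DMSO wells with enzyme for no effect and wells lacking enzyme for full effect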
Target sequence (Q9GZU7 76-261 limits assumed): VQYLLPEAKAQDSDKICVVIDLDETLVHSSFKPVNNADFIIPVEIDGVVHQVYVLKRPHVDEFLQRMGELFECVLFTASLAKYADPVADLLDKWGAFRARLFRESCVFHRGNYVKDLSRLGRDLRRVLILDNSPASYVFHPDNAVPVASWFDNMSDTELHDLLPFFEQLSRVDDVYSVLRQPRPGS
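Assay system: SCP-1 catalytic fragment, aa 76-261 | Buffer or medium: Tris acetate buffer pH 5.5 with MgCl2 and Tween-20 | Compound: One concentration, 20 µM, with 1.0% DMSO | Also added: Phospho 17-mer peptide substrate | Signal: Absorbance at 630 nm | Incubation: 45 min enzyme reaction at room temperature | Measure: % inhibition of SCP-1 phosphate liberation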
CSN inh = inhibitors of human CSN-mediated cullin deneddylation; Purified CSN, SCF-Nedd8-OG deneddylation, fluorescence polarization; inhibition, % at 12.5 µM; 360,000 tested, 0.38% active;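 active = pattern-corrected inhibition above about 35%, with an unprinted fluorescence ratio check between 0.5 and 1.5, limit read from the data, passing the limit was not always enough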;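 note: 0% = enzyme with substrate and 100% = substrate without enzyme; some results filed as inactive read as strong as hits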
Target sequence (Q92905 whole entry, looked up, one chain of several): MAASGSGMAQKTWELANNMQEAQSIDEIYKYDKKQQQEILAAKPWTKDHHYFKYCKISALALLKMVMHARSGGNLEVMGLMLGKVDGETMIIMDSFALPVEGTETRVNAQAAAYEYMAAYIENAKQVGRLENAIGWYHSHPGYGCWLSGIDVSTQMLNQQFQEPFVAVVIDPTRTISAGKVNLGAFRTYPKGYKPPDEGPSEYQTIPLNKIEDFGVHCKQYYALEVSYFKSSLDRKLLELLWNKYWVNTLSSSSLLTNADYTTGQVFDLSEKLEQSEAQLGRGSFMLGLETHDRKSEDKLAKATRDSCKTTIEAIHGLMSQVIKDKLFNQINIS
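Test system: Human Csn5 produced in HEK293T cells | Compound: 12.5 µM single point | Times: 90 min, room temperature | Signal: Fluorescence polarization readout | Read-out basis: % inhibition of substrate cleavage by Csn5 | Controls: no-enzyme wells high, enzyme-with-substrate wells low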
* = called active by the depositor; i = inactive; / = no result given; + = active, no number.

SMILES | DNMT1 block | LMPTP block | SUMO1 PPI mod | Rin1 Abl inh | Neddyl block | STEP block | Rpn11 inh | NadD inh | Scp1 inh | CSN inh
CC(=O)NC(=S)NNC(=O)c1ccc(Br)cc1 | 1 | 0.5 | -2 | 1 | i | -2 | i | -4 | -9 | -12
O=C(O)CC(NS(=O)(=O)c1c(F)cc(F)cc1Br)c1ccccc1Cl (centres undefined) | -11 | -1.5 | 2 | 1 | i | 3 | i | -7 | 1 | -8
CC(=O)Nc1ccc(NC(=O)c2ccccc2N(C)S(=O)(=O)c2ccccc2)cc1 | 2 | -0.7 | 0 | 0 | i | 2 | i | 1 | -8 | 3
CC(=O)c1cccc(NC(=O)N2CCCC2C(=O)Nc2cccc(C)c2)c1 (centres undefined) | 4 | 0.1 | -2 | -4 | i | -2 | i | -6 | -3 | 0
Cc1nc2ccc(S(=O)(=O)NCC(=O)NC(C)c3ccccc3)cc2s1 (centres undefined) | 1 | 0.8 | 3 | 2 | i | 0 | i | -1 | -1 | 2
O=C(OCc1cc2ccccc2[nH]c1=O)c1cccs1 | 2 | -0.9 | 0 | -2 | i | 0 | i | -2 | 39 | 1
O=S(=O)(Nc1nc2ccccc2nc1N1CCN(c2ccccc2F)CC1)c1ccc(Cl)cc1 | -4 | 1.2 | 0 | 1 | i | -4 | i | 19 | -9 | 3
O=C(NN1C(=O)C2CCCCC2C1=O)c1ccco1 (centres undefined) | 3 | -1.2 | 7 | 0 | i | -1 | i | -1 | 6 | -4
Cc1ccnc(NC(=O)C2CCN(S(=O)(=O)c3ccc4ccccc4c3)CC2)c1 | 0 | 0.8 | 0 | -4 | i | 0 | i | 4 | -2 | 2
CCc1cc(=O)oc2c(C)c(OCC(=O)NCCCN3CCOCC3)ccc12 | 1 | -0.9 | 0 | 0 | i | -2 | i | -8 | -1 | 6
CC1CCCC(C)N1C(=O)COC(=O)c1ccc(O)cc1 (centres undefined) | 3 | 1.2 | -6 | -2 | i | 4 | i | 0 | 6 | -8
O=C(O)COc1ccccc1/C=N/NC(=O)CSc1nnc(-c2ccc(Cl)cc2)n1C1CCCCC1 | 6 | -0.5 | 11 | 0 | i | 1 | i | 14 | 22 | 1
N=C1/C(=C\c2coc3ccccc3c2=O)C(=O)N=C2SC(c3ccncc3)=NN12 | 35 | 3.0 | 23 | -2 | i | -24 | / | 17 | 47 | 70
CCCc1nn2c(=O)cc(CSCC(=O)Nc3ccccc3OC)nc2s1 | 0 | -1.7 | 1 | -2 | i | -3 | i | -4 | -12 | 6
CC(=O)Nc1nc2ccccc2n1Cc1ccccc1C | -1 | 0.2 | 1 | 0 | i | -4 | i | -2 | -5 | -1
COc1cc2c(ccc3cc(OC)c(OC)c(O)c32)cc1O | 85* | 62* | 34 | 21* | i | 53* | / | 22 | 69* | 35
Cc1c(C(=O)N2CCCCC2)nnn1-c1nonc1N | 4 | -1.2 | 2 | -1 | i | 5 | i | -2 | -6 | -5
CCC12CN3CCN(CC(C3)/C1=N\NC(=O)c1ccc(F)cc1)C2 | -7 | 0.2 | -2 | -2 | i | 1 | i | 3 | -3 | 4
S=C(Nc1ccc(Cl)cc1Cl)Nc1ccccc1Oc1ccccc1 | -1 | 1.5 | -1 | 2 | i | 0 | i | -2 | 1 | -4
O=c1c2cc(N3CCOCC3)ccc2[nH]c(=S)n1CC1CCCO1 (centres undefined) | -5 | 0.0 | 2 | -6 | / | 1 | i | 1 | -1 | 2
CC(=O)O[C@H]1CSC[C@H]1NC(=O)c1ccccc1 | 0 | -1.5 | 2 | -1 | i | -1 | i | -1 | -4 | 7
NNC(=O)COc1ccccc1F | 2 | -0.1 | -1 | 0 | i | -3 | i | 1 | -7 | -4
O=C(Nc1cccnc1)C12CC3CC(CC(C3)C1)C2 | 1 | -1.9 | -1 | -1 | i | 2 | i | -4 | -1 | -5
CC(Sc1ncccn1)C(=O)NC1CCCC1 (centres undefined) | 2 | -1.4 | -1 | -1 | i | 1 | i | -4 | -8 | 1
O=C(COc1coc(CN2CCN(c3ccccc3F)CC2)cc1=O)N1CCc2ccccc21 | 7 | -0.2 | 47* | 0 | i | 7 | i | 3 | 2 | 3

One compound at a time, as listed above.
CCCc1nn2c(=O)cc(CSCC(=O)Nc3ccccc3OC)nc2s1 as listed: DNMT1 block = 0; LMPTP block = -1.7; SUMO1 PPI mod = 1; Rin1 Abl inh = -2; Neddyl block = i; STEP block = -3; Rpn11 inh = i; NadD inh = -4; Scp1 inh = -12; CSN inh = 6
CC1CCCC(C)N1C(=O)COC(=O)c1ccc(O)cc1 (centres undefined) as listed: DNMT1 block = 3; LMPTP block = 1.2; SUMO1 PPI mod = -6; Rin1 Abl inh = -2; Neddyl block = i; STEP block = 4; Rpn11 inh = i; NadD inh = 0; Scp1 inh = 6; CSN inh = -8
O=C(O)CC(NS(=O)(=O)c1c(F)cc(F)cc1Br)c1ccccc1Cl (centres undefined) as listed: DNMT1 block = -11; LMPTP block = -1.5; SUMO1 PPI mod = 2; Rin1 Abl inh = 1; Neddyl block = i; STEP block = 3; Rpn11 inh = i; NadD inh = -7; Scp1 inh = 1; CSN inh = -8

(listing goes on)
SMILES | DNMT1 block | LMPTP block | SUMO1 PPI mod | Rin1 Abl inh | Neddyl block | STEP block | Rpn11 inh | NadD inh | Scp1 inh | CSN inh
Cc1ccccc1NC(=O)Cc1nc(COC(=O)c2cc(Cl)ccc2O)cs1 | -4 | 1.4 | -1 | -4 | i | 2 | i | -9 | -7 | -1
S=C(NCc1ccco1)N1CCN(c2ccc(Cl)cc2)CC1 | -1 | -0.2 | 1 | -1 | i | 2 | i | 4 | -1 | -4
O=C(CN1C(=O)c2ccccc2C1=O)OCC(=O)c1ccc(F)cc1 | -4 | -0.9 | -3 | 4 | i | 1 | i | -4 | -8 | 0
COc1cccc(C(=O)Nc2ccccc2OC(F)(F)F)c1 | -1 | -0.3 | -2 | 1 | i | 2 | i | -4 | -4 | 4
CCCCc1c(O)nc(SCC(=O)NC(C)(C)C)n(-c2ccccc2C)c1=O | 3 | -0.1 | 2 | -4 | i | 0 | i | 2 | 3 | 5
CC(=O)c1ccc(NC(=O)NCc2ccc(F)cc2)cc1 | 1 | -0.7 | 1 | 2 | i | 0 | i | -2 | -3 | -10
C=CC(=O)OCCOCCOCCOCCOC(=O)C=C | -3 | -1.3 | 3 | -1 | i | -3 | i | -1 | -6 | -2
CC(C)c1nnc(NC(=O)CN(C)S(=O)(=O)c2ccc3c(c2)OCCO3)s1 | -2 | 1.9 | 3 | -3 | i | -3 | i | -1 | 0 | 1
NC(=O)c1ncn([C@@H]2O[C@H](CNCc3cc(Cl)ccc3OCc3ccc(Cl)cc3)[C@@H](O)[C@H]2O)n1 | -1 | -0.1 | 1 | -1 | i | -1 | i | 3 | 4 | -6
O=C(O)c1cccnc1SC1CC(=O)N(c2ccc(OC(F)F)cc2)C1=O (centres undefined) | 2 | 1.5 | 3 | 0 | i | 0 | i | -4 | -2 | -1
CC(=O)c1ccc(OCCCC(=O)Nc2ccc(C)c(S(=O)(=O)N3CCCCC3)c2)cc1 | -1 | 1.5 | -6 | -2 | i | 2 | i | -7 | -11 | 2
Cc1c2cnn(CC(=O)N3CCOCC3)c(=O)c2c(C)n1Cc1ccc(F)cc1 | -3 | -2.9 | 7 | 0 | i | 3 | i | -2 | / | 5
CCOC(=O)C1=C(c2ccccc2)NC(=O)NC1c1ccsc1 (centres undefined) | -6 | 0.2 | -2 | -2 | i | -2 | i | 5 | -2 | -1
Cc1ccc(OCC(=O)Nc2ccc3c(c2)nc(CCN2CCC(C)CC2)n3C)cc1 | -4 | 1.5 | 1 | 4 | i | -4 | i | -4 | -2 | 8
CC1(C(=O)NC2CCCCCCC2)CCC(=O)N1Cc1cccs1 (centres undefined) | 1 | -0.2 | -1 | 2 | i | -2 | i | -8 | -5 | -3
Cc1ccc(S(=O)(=O)Nc2cccc(C(=O)NCc3ccc(S(N)(=O)=O)cc3)c2)cc1 | 4 | -0.5 | 3 | -1 | i | 0 | i | -9 | -11 | 0
CN(C)c1ccc(/C=C/C(=O)c2c(O)c3ccccc3oc2=O)cc1 | 7 | 5.7 | -12 | -4 | i | 7 | / | 2 | 1 | 95
Cc1c(NC(=O)C(C)Sc2nnc(-c3ccccc3)o2)c(=O)n(-c2ccccc2)n1C (centres undefined) | -1 | -0.3 | 2 | -1 | i | 1 | i | -6 | -4 | 0
Cc1cc(SCC(=O)OCC(=O)N2CCN(C(=O)c3ccco3)CC2)c(C)cc1Br | -3 | 0.1 | 1 | -1 | i | 2 | i | -8 | -5 | 1
Cc1ccc2c(c1)c1c3n2CCCN(Cc2ccccc2)C3CCC1 (centres undefined) | -1 | 1.2 | -2 | 2 | i | 2 | i | 0 | 10 | 3
C#CCOCCOCCOCCNc1nc(N2CCN(C(=O)[C@H](CCC(=O)O)n3cc(C(N)CC(C)C)nn3)CC2)nc(N2CCN(C(=O)[C@H](Cc3ccc(O)cc3)n3cc(C(N)CC(C)C)nn3)CC2)n1 (some centres undefined) | 1 | -1.5 | -2 | -4 | i | 0 | i | -7 | -3 | -2
COc1ccc(C2CC(c3cccs3)=NN2C(=O)CSc2nnc(N)s2)cc1OC (centres undefined) | 0 | -0.4 | -5 | 5 | i | -2 | i | 3 | 4 | -3
C=CCn1c(SCC(C)=O)nc2scc(-c3ccco3)c2c1=O | 75* | 25 | 24 | 5 | i | 9 | i | 14 | 19 | 24
COc1ccc(-c2nc(C#N)c(NCc3cccnc3)o2)cc1OC | 2 | 8.4 | -3 | 1 | + | -10 | i | 2 | -5 | -4
O=C(O)COc1ccc(NC(=O)C(c2ccccc2)c2ccccc2)cc1 | 3 | -0.2 | 1 | -1 | i | -1 | i | -13 | -2 | 7
SMILES | DNMT1 block | LMPTP block | SUMO1 PPI mod | Rin1 Abl inh | Neddyl block | STEP block | Rpn11 inh | NadD inh | Scp1 inh | CSN inh
COc1ccc(NC(=O)CSc2nc(C)cc(C(F)(F)F)n2)cc1 | 0 | -1.1 | 34 | 2 | i | -4 | i | 0 | -2 | 0
CCOc1cccc(-c2nc3cc(C)ccc3o2)c1 | 3 | -1.3 | 0 | -4 | i | -1 | i | -4 | -2 | 5
Cc1ccc(CSCc2nc3ccccc3[nH]2)cc1 | -1 | -0.2 | -4 | 1 | i | 1 | i | 0 | 9 | 2
Cc1ccsc1C(=O)N1CCC(N2CCC(C(=O)NCC3CCCO3)CC2)CC1 (centres undefined) | -2 | -1.5 | 1 | -3 | i | -2 | i | -3 | -4 | 9
O=C1CC(=O)OC(c2ccc([N+](=O)[O-])cc2)O1 | 24 | 0.6 | -10 | -2 | i | 1 | i | 0 | / | -4
CN(C)C(CNC(=O)/C=C/c1cccc(Cl)c1)c1ccccc1 (centres undefined) | 2 | -2.6 | -10 | -3 | i | -1 | i | -8 | 1 | -7
